MLL CXXC-DNA inh = blocks binding of human MLL CXXC domain to DNA; Q03164; MLL-CXXC / FITC-HOXA9 DNA fluorescence polarization; 290,000 compounds, 0.037% hits; Potency, µM (titrated, usually from 115 µM), without a hit: at the highest dose activity change, negative = inhibition, actives largely listed as inhibitors; AID 2662; active = well fitted inhibition curve with a large enough effect in the polarisation, with a control signal flat, not every such curve was filed as active; inconclusive = small, poorly fitted or top-dose-only effect, or effect the other way, or a change in a side signal; inactive = no such curve, though single readings can be large or run the other way; the % refers to the polarisation; note: potency is the fitted concentration of half-maximal effect
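Fluorescence polarization: 7 uM MLL-CXXC (stock) preincubated 5 min with compounds, then 50 nM fluorescein-HOX-A9 DNA (stock) added; 30 min ambient. Buffer 50 mM Tris-HCl pH 7.5, 50 mM NaCl, 1 mM DTT, 0.05% BSA.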
BRCA1 expr act = increases BRCA1 expression | MCF7-BRCA1-FFLuc reporter, luminescence, 48 h; response scale: scaled: vehicle 0%, 10 µM genistein 100% | Potency, µM (titrated, usually from 46.1 µM), without a hit: top-dose activation, actives largely listed as activators | 380,000 compounds, 1.1% hits | AID 624202; note: potency is the fitted concentration of half-maximal effect; nearly all actives have a fitted effect of over 80% in size; some results filed as inactive show a strong effect at the top dose
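Quantitative HTS in MCF7 cells stably reporting BRCA1 expression via firefly luciferase. Compound treatment lasts 48 h at 37 °C in phenol-red free MEM. Activation is expressed relative to genistein at 10 microM and DMSO.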
ELG1 DNA repair = ELG1-dependent DNA repair inhibition; Potency, µM (doses to about 46.1 µM), without a hit: top-dose activity change, negative = inhibition, hits mostly inhibitors; AID 504467; 330,000 compounds, 2.3% hits; HEK293T ELG1-luciferase reporter, luminescence, 16 h; DNA damage induced by 5-fluorouridine; note: potency is the fitted concentration of half-maximal effect; % is set by controls: 0 for no effect and ±100 for the full control effect; nearly all actives have a fitted effect of over 55% in size
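Cells (2,000 per well) received 5-fluorouridine plus test compound or DMSO and were incubated 16 hr at 37 °C, 5% CO2. Luciferase activity was read by luminescence 30 min after ONE-Glo addition; signal suppression marked inhibition of damage-induced ELG1 function.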
Integrin act MD = activators of alpha7 integrin expression for muscular dystrophy | alpha7betagal myoblasts, beta-gal FDG fluorescence, 48 h | Potency, µM (doses to about 38.3 µM), for inactives: top-dose activation, hits mostly activators | 350,000 compounds, 0.064% hits;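 note: potency is the fitted concentration of half-maximal effect; 100% = response of the positive control SU9516; nearly all actives have a fitted effect of over 60% in size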
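alpha7betagal+/- myoblasts (passage 13, 250/well) treated 48 h at 37C with compounds at 1:260 dilution of DMSO stock. Lysed, then beta-galactosidase activity read as FDG fluorescence (ex 480/em 540) after 30 min, with pre-read for autofluorescence.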
B2AR arrestin = beta2AR (human) beta-arrestin recruitment activity | Potency, µM (highest dose often 46.1 µM), inactives show at the highest dose activation, hits mostly activators | AID 492947 | 330,000 compounds, 0.02% hits | beta-arrestin recruitment to beta2AR, cell-based reporter;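 note: potency is the fitted concentration of half-maximal effect; 0% = DMSO controls and full agonism = EC100 isoproterenol or metaproterenol; nearly all actives have a fitted effect of over 65% in size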
Target sequence (P07550 whole entry, looked up): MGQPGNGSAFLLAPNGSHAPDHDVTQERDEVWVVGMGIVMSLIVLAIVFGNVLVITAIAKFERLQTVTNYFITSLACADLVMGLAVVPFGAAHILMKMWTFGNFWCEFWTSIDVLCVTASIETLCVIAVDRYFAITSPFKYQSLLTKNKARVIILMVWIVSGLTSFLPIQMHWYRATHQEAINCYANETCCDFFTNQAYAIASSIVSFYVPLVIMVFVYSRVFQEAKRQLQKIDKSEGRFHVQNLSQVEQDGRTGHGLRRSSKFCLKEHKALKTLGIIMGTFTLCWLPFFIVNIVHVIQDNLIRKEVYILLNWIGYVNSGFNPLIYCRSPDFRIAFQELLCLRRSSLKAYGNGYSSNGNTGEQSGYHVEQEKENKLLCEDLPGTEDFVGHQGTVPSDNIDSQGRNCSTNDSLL
TRPV1 agonist = activates the human vanilloid receptor TRPV1; Q8NER1; TRPV1-expressing cells, Fluo-8 calcium influx, agonist mode; activation, % at 8.33 µM; 320,000 compounds, 0.19% hits; AID 540275; in the data active = activation above about 80%; inconclusive = between about 30% and that limit; note: 0% is about no effect
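Cells expressing TRPV1 were dye-loaded with Fluo-8 and read kinetically: 10 s baseline, 3 min after compound (agonist portion), then 2 min after EC20 capsaicin (allosteric enhancer portion). Calcium-bound dye fluorescence at 480/520 nm.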
PTAP TSG101 blk = blocks PTAP/TSG101 interaction to inhibit HIV-1 budding; Q99816; Potency, µM (titrated, usually from 115 µM), without a hit: at the highest dose activity change, negative = inhibition, actives largely listed as inhibitors; Fluorescence polarization, FITC-PTAP peptide / Tsg101 binding; 340,000 tested, under 10 active; active = well fitted inhibition curve with a large enough effect in the main read-out, with a control signal flat, not every such curve was filed as active; inconclusive = small, poorly fitted or top-dose-only effect, or effect the other way, or a change in a side signal; inactive = no such curve, though single readings can be large or run the other way; note: potency is the fitted concentration of half-maximal effect; % of control where 0% means no effect
Target sequence (Q99816 whole entry, looked up): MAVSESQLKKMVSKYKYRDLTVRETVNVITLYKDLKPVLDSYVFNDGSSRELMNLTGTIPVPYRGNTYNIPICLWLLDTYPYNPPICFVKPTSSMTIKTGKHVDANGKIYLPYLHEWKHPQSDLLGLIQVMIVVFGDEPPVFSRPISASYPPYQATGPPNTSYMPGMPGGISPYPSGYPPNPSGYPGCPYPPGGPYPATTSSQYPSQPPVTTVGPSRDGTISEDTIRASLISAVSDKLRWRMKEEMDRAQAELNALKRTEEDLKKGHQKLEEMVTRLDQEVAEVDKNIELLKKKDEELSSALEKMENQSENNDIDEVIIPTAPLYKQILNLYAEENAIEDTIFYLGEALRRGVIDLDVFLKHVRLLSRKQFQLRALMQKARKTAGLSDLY
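Fluorescence polarization binding of Tsg101 binding domain (10 uM final) to FITC-labeled PTAP peptide (50 nM final) in HEPES pH 7.5 buffer with NaCl, Tween 20, EDTA, TCEP. Compounds added before peptide; binding 20 min at RT.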
TCR activator = T cell receptor activation; primary human leukocytes, anti-CD3, IL-2 HTRF, 48 h; Potency, µM (top dose mostly 9.22 µM), for inactives: top-dose activation of IL-2 secretion, actives largely listed as activators; 330,000 tested, under 10 active; note: % of control where 0% means no effect
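1) Mix primary human leukocytes, a-CD3 beads and compound. 2) Incubate 48 hr. 3) Add HTRF IL-2 reagents (a-IL-2-K, a-IL-2-d2).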
p53 reactivation = mutant p53 re-activation in reporter cells; H1299 p53-A138V BP100-luciferase reporter, luminescence, 24 h; Potency, µM (doses to about 92.2 µM), for the others: at the top dose activity change, positive = activation, hits mostly activators; 320,000 compounds, 0.063% hits; AID 504706; note: potency is the fitted concentration of half-maximal effect; % of control where 0% means no effect; nearly all actives have a fitted effect of over 45% in size
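H1299 (p53-null), stable ts p53-A138V + BP100-Luc; 1000 cells/well, Opti-MEM/10% FBS; cpd 4 pt, 1:5; 24 h, 37 deg C, 5% CO2; detection reagent 10 min RT; luminescence.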
A-T KAP1 phos = potential ataxia-telangiectasia treatments restoring KAP-1 phosphorylation; 320,000 compounds, 0.19% hits; AID 485349; […] A-T fibroblasts, KAP-1 phosphorylation AlphaLISA; neocarzinostatin DNA damage 30 min before lysis; Potency, µM (top dose mostly 57.5 µM), for inactives: at the highest dose activation, actives largely listed as activators; note: potency is the fitted concentration of half-maximal effect; % of control where 0% means no effect; nearly all actives have a fitted effect of over 45% in size
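hTERT-immortalized A-T patient fibroblasts ([…]), 500 cells/well in OPTI-MEM, 1% FBS, got compounds for 60 min, then NCS for 30 min at 37C. Lysates were then assayed for phospho-KAP-1 by AlphaLISA (anti-pKAP1 donor, anti-KAP1 acceptor beads), 6 hr at 25C.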
Active calls of the source: *; ? = inconclusive; / = no result given; [ ] = remark or other dose. Unless noted, calls come from the whole dose curve; as a rule, active = well fitted curve in the direction sought with a large enough effect; inconclusive = small, poorly fitted or top-dose-only effect, or another doubt; inactive = no such curve, though single readings can be large; an effect the other way counts as inactive or inconclusive.

#	canonical_smiles	MLL CXXC-DNA inh	BRCA1 expr act	ELG1 DNA repair	Integrin act MD	B2AR arrestin	TRPV1 agonist	PTAP TSG101 blk	TCR activator	p53 reactivation	A-T KAP1 phos
1	Cc1cccnc1NC(=O)c1ccc(COc2ccccc2)o1	0%	-2%	5%	6%	-0.3%	-4	1%	0%	14%	13%
2	CCOc1ccccc1CNC(=O)c1c([N+](=O)[O-])c(C)nn1C	8%	1%	?	1%	-0.3%	-3	-5%	-3%[46.1 µM]	-8%	1%
3	Cc1ccc(S(=O)(=O)N2CCC(C(=O)NC3CC(C)(C)NC(C)(C)C3)CC2)cc1	8%	8%	0%	-30%	-0.3%	1	0%	4%	?	-9%
4	O=C(Nc1ccc(F)cc1)Nc1ccc(N2CCOCC2)c2nonc12	?	72%	?	12%	-0.2%	16	-5%	-7%	12%	-4%
5	Cc1c(NC(=O)C(C)OC(=O)/C=C/c2ccco2)c(=O)n(-c2ccccc2)n1C (centres undefined)	-8%	-24%	-5%	-17%	0.1%	2	-7%	-14%	1%	2%
6	CN(C)c1ccc(-c2c(-c3ccc4c(c3)OCO4)noc2-c2ccsc2)cn1	1%	32%	?	-10%	9.9%	?	/	-8%	16%	7%
7	COCc1cc(C)nc2sc(C(=O)N3CCCCC3)c(N)c12	-4%	7%	19%	5%	-0.2%	3	/	/	-1%	6%
8	O=c1oc2cc(OCc3c(F)c(F)c(F)c(F)c3F)ccc2cc1-c1ccccn1	0%	-41%	18%	7%	-0.8%	8	-3%	4%	3%	7%
9	COc1ccc(OCC(=O)Nc2ccc(NC(=O)c3cccs3)cc2)cc1	4%	31%	?	-128%[inhibitor]	0.1%	0	0%	6%	6%	-2%
10	O=C(Cc1ccc(Cl)cc1)N1CCN(C(=O)c2ccco2)CC1	0%	42%	-3%	-17%	0.4%	1	-4%	-5%	10%	4%
11	Cc1ccccc1CN1[C@@H](C(C)C)COCCS1(=O)=O	/	2%	/	0%	/	/	-6%	-3%	/	/
12	CCC1S/C(=N\S(=O)(=O)c2cccs2)N(C2CCCCC2)C1=O (centres undefined)	-13%	-28%	19%	-25%	0.0%	10	-16%	-1%	-5%	/
13	CCC(=O)N1c2ccc(S(=O)(=O)N3CCCC3)cc2CC1C (centres undefined)	6%	-11%	-6%	23%	0.2%	5	4%	-5%	-2%	24%
14	O=C(Nc1nccs1)c1cc2c(s1)-c1ccccc1OC2	14%	49%	?	-44%	0.0%	0	-1%	-1%	16%	16%
15	O=C(c1ccc(-c2ccccc2)cc1)N1CCN(c2ccccc2F)CC1	-1%	17%	3%	17%	-0.2%	11	-4%	4%	8%	2%
16	Cc1ccc(CN2CC(C(=O)N3CC(C)CC(C)C3)CC2=O)cc1 (centres undefined)	/	0%	3%	0%	-0.1%	-3	-3%	2%	0%	-6%
17	c1csc(-c2nn3c(Cn4nnc5ccccc54)nnc3s2)c1	4%	-20%	14%	2%[7.66 µM]	-0.1%	1	1%	0%	18%	-4%
18	Cc1ccc(OCC(=O)Nc2c(C)ccc3nsnc23)cc1	-7%	3%	0%	-4%	-0.1%	-1	-3%	6%	-2%	16%
19	COc1ccc2c(Cl)c(C(=O)NCCCn3ccnc3)sc2c1Cl	45%[activator]	-40%	1%	-15%	-0.4%	1	-2%	6%	1%	0%
20	N#Cc1ccc(-c2ccc(F)cc2)nc1Oc1ccc(F)cc1	10%	1%	0%	0%	-1.7%	0	-2%	1%	-7%	8%
21	O=C(c1ccc(NC2=NC3CS(=O)(=O)CC3S2)cc1)N1CCN(C(=O)c2ccco2)CC1 (centres undefined)	9%	-2%	4%	0%	-0.6%	-1	-5%	-1%	5%	-2%
22	CCOc1ccc(OCC)c(NC(=O)C2CCN(c3cnccn3)CC2)c1	1%	1%	-7%	-25%	-0.3%	24	-2%	3%	-5%	-5%
23	Cc1c(NC(=O)C(C)OC(=O)c2ccc([N+](=O)[O-])cc2Cl)c(=O)n(-c2ccccc2)n1C (centres undefined)	/	-8%	/	28%	/	/	-3%	-2%	/	/
24	CC1=C([N+](=O)[O-])C(c2ccccc2C(F)(F)F)NC(=O)N1C (centres undefined)	-12%	-9%	6%	-1%	0.1%	3	-2%	-2%	0%	-9%
25	Cc1ccccc1NC(=O)c1nn(-c2ccc(F)c(F)c2)ccc1=O	5%	-3%	-2%	?	0.5%	-1	-7%	-8%	2%	-3%
26	COc1ccc(OCC(=O)Nc2ccc3c(c2)nc(CCNC(C)=O)n3C)cc1	3%	-12%	2%	0%	0.2%	-1	-2%	3%	6%	-2%
27	CC1Nc2ncnc(N3CCN(c4ccccn4)CC3)c2N(Cc2ccccc2)C1=O (centres undefined)	/	-7%	-3%	-19%	-0.8%	17	1%	4%	-6%	-10%
28	CCCCCCCCC(=O)N/N=C/c1ccccn1	2%	19%	-6%	-13%	0.3%	19	-6%	1%	-10%	-1%
29	COc1cc(NC(=O)C2Cc3ccccc3CN2S(C)(=O)=O)cc(OC)c1 (centres undefined)	-3%	5%	0%	3%	-0.3%	-1	-3%	-1%	-4%	4%
30	Cc1nc2c(C)[n+](CC(=O)c3ccccc3)ccc2n1C	-4%	-28%	11%	?	-1.6%	-1	5%	6%	3%	-12%
31	CCC(=O)Nc1ccc(C(=O)CSc2nc3ccccc3cc2CC)cc1	10%	0%	-19%	40%	0.3%	10	2%	1%	-2%	5%
32	O=S(=O)(NCc1ccccc1)c1ccc(-n2cccn2)cc1	-17%	-21%	-1%	-19%	0.5%	2	-5%	-9%	-6%	-7%
33	Cc1cc(C)n2nc(SCC(=O)N3CC(C)CC(C)C3)nc2n1 (centres undefined)	/	-11%	0%	-9%	-0.3%	/	-2%	-3%	7%	14%
34	c1ccc2c(N3CCCC3)nc(-c3ccncc3)nc2c1	-6%	7%	?	-12%	-0.1%	23	-6%	1%	-3%	0%
35	CCOC(=O)N1CCN(C(=O)COc2ccc(Br)cc2Cl)CC1	1%	-12%	-8%	-22%	0.0%	-2	-5%	-1%	-7%	12%
36	CC(C)N(CCCNC(=O)CC1Oc2ccccc2NC1=O)Cc1ccccc1 (centres undefined)	-8%	-17%	0%	-6%	-0.1%	0	-12%	2%	4%	4%
37	Cc1ccccc1NC(=O)Cn1c(=O)n(C)c2ccccc21	0%	8%	12%	3%	-0.3%	0	-1%	-3%	-10%	5%
38	CCCNC(=O)COC(=O)c1ccccc1OCc1ccc(Cl)cc1	-1%	23%	12%	23%	-0.2%	28	-3%	-1%	0%	/
39	O=C(NCc1cccc(Cl)c1)C1CCN(S(=O)(=O)c2ccc(F)cc2)CC1	30%[activator]	23%	-1%	4%	0.4%	?	-3%	-5%	-2%	-7%
40	CCCOc1nc(SCCC)nc2c1cnn2-c1ccccc1	-5%	-45%	7%	11µM*	0.9%	4	-2%	-5%	3%	2%
41	Cc1c(OCC(=O)NCCCn2ccnc2)ccc2c3c(c(=O)oc12)CCC3	9%	15%	13%	?	0.2%	0	-4%	-2%	7%	5%
42	CN(N=O)c1ccc(CC2CCc3ccccc32)cc1 (centres undefined)	/	70%	/	-6%	/	/	0%	5%	/	/
43	CCN(CC)CCCNC(=O)C1c2ccccc2C(=O)N(CCOC)C1c1ccc(F)cc1 (centres undefined)	-1%	1%	-1%	3%	0.2%	1	0%	/	10%	6%
44	COc1cccc(CN2CCNC(=O)C2CC(=O)NCC2CCOCC2)c1 (centres undefined)	7%	5%	?	-15%	-0.1%	4	-4%	0%	-4%	0%
45	CCN(CC(=O)Nc1ccc(NC(C)=O)cc1)C(=O)CSCc1c(C)noc1C	/	-3%	-1%	20%	-0.3%	-1	0%	-9%	-3%	2%
46	COc1ccc(-c2cc(C(F)(F)F)nc(S(=O)(=O)CCCC(=O)Nc3cccnc3Cl)n2)cc1OC	?	-6%	?	-71%[inhibitor]	-0.1%	4	-3%	-5%	-20%	0%
47	CC(C)C(C)(C#N)NC(=O)CSc1nnc(-c2ccccc2)o1 (centres undefined)	8%	6%	2%	7%	-0.4%	0	-5%	-6%	5%	/
